BB579 growth dn: chemicals that inhibit yeast BB579 growth in restrictive medium (lifespan-shortening candidates) | S. cerevisiae BB579 growth, OD615, 48 h | 0.51% of 140,000 active | inhibition, % at 10 µM;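 active = inhibition above a set limit, 3 SD over the mean compound inhibition, cut at about 44% in these data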; also: inactives centre near -24
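Material: Saccharomyces cerevisiae DeaD strain BB579, replicative lifespan model yeast; buffer or medium: CSMM-D restrictive synthetic medium containing dextrose (glucose); compound: 10 µM single dose, DMSO 0.25%; timing: 48 h compound exposure at 30 °C after 4 h preincubation; signal: turbidity as optical density at 615 nm; benchmarks: positive control amphotericin B 10 µg/mL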
MRP-1 activ: activators of MRP-1; 0.61% of 140,000 active; H69AR cells + doxorubicin, viability rescue, CellTiter-Glo; AID 799; viability increase, % at 10 µM;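 active = viability gain under doxorubicin at or above a set limit, the compound median plus 3 SD, cut at about 4.7% in these data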;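 also: MRP-1 overexpressing cells given doxorubicin 25 µM after compound pretreatment; 18-22 h compound pretreatment then 72 h with doxorubicin before readout; 0% = doxorubicin-only wells and 100% = vehicle-treated cells without doxorubicin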
Phagocytosis inh: inhibitors of macrophage phagocytosis; 0.07% of 110,000 active; inhibition, % at 5 µM; J774A.1 macrophage IgG-bead phagocytosis, imaging;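 active = inhibition above the mean of the plate negative controls plus 5 SD, cut at about 13% in these data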;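 also: phagocytic index as fraction of beads internalized from green versus red external bead signal; plate controls were DMSO negative control for no effect and cytochalasin-D positive control for full effect; some results beyond the cut were filed as inactive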
Yeast life ext: extends the lifespan of yeast; S. cerevisiae growth with nicotinamide, OD615; deaD strain in restrictive glucose medium; inhibition of the nicotinamide effect, % at 10 µM; 0.68% of 130,000 active; AID 775;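 active = inhibition above a set limit, placed 3 SD over the median of all compounds, cut at about 26% in these data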;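 also: 0% = nicotinamide-treated wells and 100% = cells grown without nicotinamide; some compounds called inactive have numbers as strong as hits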
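Buffer or medium: CSMM-D glucose medium, restrictive; test system: modified budding yeast, DeaD strain; compound: single dose 10 µM compound, 0.25% DMSO; schedule: culture preincubation 4 h, compound exposure 48 h, both 30 °C; detection: optical density (absorbance) at 615 nm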
NPY Y2 blocker: NPY-Y2 (human) receptor antagonism | P49146 | NPY-Y2 expressing cells, antagonist mode | inhibition, % at 2.7 µM | 0.99% of 140,000 active | AID 793; in the data active = inhibition above about 17%;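 also: 0% = vehicle with agonist challenge and 100% = reference antagonist with challenge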
Target sequence (P49146 whole entry, looked up): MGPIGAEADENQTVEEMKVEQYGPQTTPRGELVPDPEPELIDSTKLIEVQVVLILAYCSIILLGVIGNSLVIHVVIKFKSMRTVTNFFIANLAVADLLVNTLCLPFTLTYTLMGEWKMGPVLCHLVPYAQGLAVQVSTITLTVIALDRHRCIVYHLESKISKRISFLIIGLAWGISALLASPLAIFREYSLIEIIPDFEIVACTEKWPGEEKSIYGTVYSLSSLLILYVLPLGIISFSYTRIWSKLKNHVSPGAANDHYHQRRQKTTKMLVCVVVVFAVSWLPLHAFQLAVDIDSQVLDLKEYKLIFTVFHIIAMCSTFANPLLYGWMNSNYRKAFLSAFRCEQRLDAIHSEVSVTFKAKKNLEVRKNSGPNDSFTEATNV
bCat KO growth: beta-catenin-lacking colon tumor cell growth suppression | HCT116 beta-catenin knockout viability, CellTiter-Glo, 60 h; active compounds read low | viability, % at 10 µM | 1.5% of 140,000 active | AID 818;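 active = viability at or under a set limit, the compound median less 4 SD, cut at about 6% in these data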;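 also: 0% = Hyamine 1622 control at 20 µM and 100% = untreated cell control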
GALR2 blocker: blocks the human galanin receptor 2. GALR2-expressing cells, antagonist mode. inhibition, % at 4 µM. 0.39% of 140,000 active; in the data active = inhibition above about 27%;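 also: cells stimulated with galanin 1-16 at roughly its EC80; 0% = agonist challenge control and 100% = basal control without agonist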
Target sequence (O43603 whole entry, looked up): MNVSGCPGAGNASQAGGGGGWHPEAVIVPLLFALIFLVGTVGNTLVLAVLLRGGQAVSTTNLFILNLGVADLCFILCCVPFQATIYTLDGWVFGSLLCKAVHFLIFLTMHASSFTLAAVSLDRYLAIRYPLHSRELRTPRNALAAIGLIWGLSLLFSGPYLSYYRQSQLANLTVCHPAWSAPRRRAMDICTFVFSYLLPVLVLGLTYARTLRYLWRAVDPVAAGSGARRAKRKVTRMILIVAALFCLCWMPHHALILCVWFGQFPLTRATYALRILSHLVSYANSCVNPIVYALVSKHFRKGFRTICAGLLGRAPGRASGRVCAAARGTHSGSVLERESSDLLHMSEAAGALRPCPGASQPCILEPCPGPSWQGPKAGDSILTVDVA
E-sel TNF inh: TNF alpha driven E-selectin expression inhibition | HUVEC TNFa-induced E-selectin immunofluorescence, high content | AID 1246 | 0.71% of 120,000 active | inhibition, % at 2 µM;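 active = inhibition above the batch mean plus 3 SD, and confirmed as a hit on visual image review, cut at about 43% in these data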;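 also: 0% = TNF-stimulated DMSO wells and 100% = unstimulated control wells; not every result past the cut was called active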
Measles CPE: protection of cells from measles virus; Measles virus-infected cells, CPE protection, absorbance; AID 841; 1.5% of 140,000 active; protection (pct of control), % at 4 µM; in the data active = protection mostly above about 24%, no sharp cut-off; inactive = mostly below about 26%; also: some compounds called inactive have numbers as strong as hits
HCT116 PTEN-null: growth suppressors of cells with PTEN tumor suppressor deletion; HCT116 PTEN-null viability, CellTiter-Glo, 60 h; active compounds read low; viability, % at 10 µM; 1.2% of 140,000 active;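 active = viability at or below a set limit, 4 SD under the median of all tested compounds, cut at about 3.7% in these data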;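 also: PTEN knockout HCT116 line with beta catenin targeted HCT116 as companion control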
Starred values were filed as active, the others as inactive; nt = not tested or not shown.

SMILES	BB579 growth dn	MRP-1 activ	Phagocytosis inh	Yeast life ext	NPY Y2 blocker	bCat KO growth	GALR2 blocker	E-sel TNF inh	Measles CPE	HCT116 PTEN-null
CCOc1ccc2nc3sc(C(=O)N4CCN(C)CC4)c(N)c3cc2c1	-42	-0.7	-2	-23	-2	84	4	-15	20	86
Nc1nc(Nc2ccccc2)nc2ccccc12	-37	-1.7	2	-1	5	68	-5	-13	1	62
CCOC(=O)/C(C#N)=C/c1ccc(OC)c(OC)c1	-29	-0.4	-2	-22	0	106	-20	nt	6	102
Cc1n[nH]c(C)c1SCC(=O)Nc1ccc(F)cc1	-40	-1.9	nt	-6	1	99	5	17	8	91
NS(=O)(=O)c1ccc(NC(=S)NC(=O)c2ccco2)cc1	-31	-0.3	8	-1	1	90	2	nt	25	107
O=[N+]([O-])c1ccc(N2CCN(S(=O)(=O)c3ccccc3)CC2)cc1NCC1CCCO1 (stereo not given)	-42	-0.6	nt	1	3	89	-9	nt	3	90
Cc1c(-c2nnnn2-c2ccc(F)cc2)cnc2cc3c(cc12)OCO3	-23	-0.1	0	-6	5	80	2	-5	14	91
Nc1ncnc(N2CCOCC2)c1N	-18	-1.6	-3	10	-2	94	-5	nt	9	99
Cc1cc(C)n(-c2nc3ccccc3c(=O)n2OC2CCCCC2)n1	-19	0.3	0	2	2	100	-12	-16	21	93
CC(C)=NOC(=O)c1ccc(-c2ccccc2)cc1	11	-1.6	2	-5	4	91	5	nt	6	94
COc1ccc(C)cc1NC(=O)CN1CCN(S(=O)(=O)c2ccc(C(C)C)cc2)CC1	-51	-0.9	-1	-9	2	90	12	-18	4	84
O=c1cc(O)c2c(=O)n(-c3ccccc3)c3c(c2o1)CCCCC3	-56	-3.8	1	78*	1	90	6	nt	2	94
CCCN(CCC)CC(O)Cn1cc(/C=C/C(=O)c2cccs2)c2ccccc21 (stereo not given)	-21	-5.0	-10	2	8	1.2*	53*	nt	4	1.3*
Cc1cc(Nc2c(C)n(C)n(-c3ccccc3)c2=O)n2c(nc3ccccc32)c1C#N	14	-2.4	0	-13	1	95	3	-1	25	87
Nn1c(SCC(=O)NC(=O)NC2CCCC2)nnc1-c1ccccc1F	-17	-0.1	0	-16	4	102	-10	0	20	102
O=C(CN1CCN(Cc2ccccc2)CC1)N/N=C/C=C/c1ccccc1[N+](=O)[O-]	-14	-2.4	-9	1	4	106	-6	10	7	111
O=C(O)c1ccc(CNCc2cccc(Cl)c2Cl)cc1	-42	0.3	-1	-12	1	89	10	12	17	93
CCSc1nnc(-c2cccc(S(=O)(=O)N(CC)CC)c2)n1Cc1ccccc1	-30	-2.1	nt	3	14	59	-1	2	10	65
CCN(CC)c1ccc(C=N/C(C#N)=C(\N)C#N)cc1	0	0.4	9	-11	1	94	6	7	nt	95
CC(C)(C)n1nc2c(c1NC(=O)c1ccco1)CS(=O)C2 (stereo not given)	-29	-1.7	-2	3	0	93	11	-27	5	95
COc1cccc(NS(=O)(=O)CC23CCC(CC2=O)C3(C)C)c1 (stereo not given)	-17	1.2	-1	15	0	93	0	0	5	102
COc1ccc(C(=O)CSc2nnc(-c3ccccc3)o2)cc1	-74	-0.6	3	-12	6	100	7	-8	5	109
CC(Sc1nnc2c(n1)C1CCC2(C)C1(C)C)C(=O)Nc1ccccc1 (stereo not given)	-23	0.1	-10	-1	0	82	-15	71*	38	87
CCSc1nnc([C@H](Cc2ccccc2)NC(=O)OC(C)(C)C)o1	8	-1.0	1	-4	0	101	-3	5	20	105

Look-ups from above.
In HCT116 PTEN-null, `CCN(CC)c1ccc(C=N/C(C#N)=C(\N)C#N)cc1` has 95
In Yeast life ext, `CCCN(CCC)CC(O)Cn1cc(/C=C/C(=O)c2cccs2)c2ccccc21` (stereo not given) has 2

Further results follow.
SMILES	BB579 growth dn	MRP-1 activ	Phagocytosis inh	Yeast life ext	NPY Y2 blocker	bCat KO growth	GALR2 blocker	E-sel TNF inh	Measles CPE	HCT116 PTEN-null
CCCC(=O)c1cc(-c2nc3ccccc3n2C)n(C)c1	-11	-0.6	-1	-21	3	103	-10	-48	3	93
COc1ccccc1N1CCN(C(c2ccc(C)cc2)c2nnnn2C(C)C)CC1 (stereo not given)	-22	-0.1	0	2	15	76	-13	nt	2	74
Cc1ccc(N(CC(O)Cn2c3ccccc3c3ccccc32)S(C)(=O)=O)c(C)c1 (stereo not given)	-11	-5.7	-3	-6	1	66	-4	-43	7	53
CCOC(=O)C1=C(C)Nc2sc(C(=O)c3ccc(F)cc3)c(N)c2C1c1ccc(C(=O)OC)cc1 (stereo not given)	-24	0.9	-4	6	2	69	-9	-20	21	58
CCc1nccn1C(=O)c1cnn2c(C(F)F)cc(-c3ccccc3)nc12	-22	2.2	2	-8	3	90	-2	-30	4	93
COc1ccc(-c2noc(CN(C)S(=O)(=O)c3ccc(Cl)cc3)n2)cc1OC	-34	-1.0	0	-15	5	78	-3	21	11	63
Nc1ccccc1C(=O)Nc1cccc(C(=O)O)c1	-12	-0.3	nt	-4	1	82	-4	nt	31	87
O=C(Nc1ccc(Cl)cc1)N1CCC(c2nc(-c3ccc(F)cc3)no2)CC1	-41	-1.1	4	-8	3	58	0	-15	5	56
CCOc1ccc2nc(NCCNS(=O)(=O)c3ccccc3)c(C#N)cc2c1	-23	-1.2	1	-9	2	86	1	18	8	83
CCc1cc2c(NCc3ccco3)ncnc2s1	-43	-3.4	-3	-23	2	60	16	nt	8	57
CC(C)(C)c1ccc(C(=O)NC(=S)NCC2CCCO2)cc1 (stereo not given)	-21	-2.9	-14	10	0	79	-4	nt	14	91
O=C(NCc1ccccc1)[C@H]1C[C@@H]1[C@H](NP(=O)(c1ccccc1)c1ccccc1)c1ccccc1	-25	-1.5	nt	13	1	76	4	19	2	77
Cc1cccc(C)c1NC(=S)N(Cc1ccco1)C1CCN(C(C)C)CC1	-15	-1.7	-1	3	3	93	5	nt	4	107
CCN(CC)C(=O)CN1C(=O)C2CC=C(Cl)CC2C1=O (stereo not given)	-57	0.1	-3	-16	6	113	0	37	nt	101
CC(C)C(=O)N1CCN(c2nc(-c3ccccc3)c3c(c2C#N)CC(C)(C)OC3)CC1	-18	-2.9	0	-31	4	77	-12	37	4	71
CCCCNC(=O)CCCCC(=O)N/N=C/c1ccccc1Cl	-17	0.0	15	8	1	97	2	11	4	100
CCOC(=O)c1cc(NC(=O)c2cc(C)on2)cc(C(=O)OCC)c1	-29	-1.1	-2	-12	2	99	-4	4	3	94
CCN1C(=O)OC2(CCCCC2)C1(C)O (stereo not given)	13	0.9	0	-7	-2	100	-1	-26	4	101
Cc1csc(NC(=O)/C=C/c2ccc3c(c2)OCO3)n1	-37	0.5	2	-9	4	95	0	20	14	105
Cc1onc(-c2c(Cl)cccc2Cl)c1C(=O)n1nnc2ccccc21	-61	0.2	-1	5	2	95	-2	-6	11	104
Nc1c(-c2ccc(F)cc2)cnc2ncnn12	-25	-0.9	nt	5	-1	95	3	9	25	95
Cc1ccc(C2NC(=O)c3c(sc4c3CCN(C)C4)N2)s1 (stereo not given)	-27	-3.5	0	-21	0	92	11	nt	24	92
CCOc1ccc(NC(=O)CSc2nnc(CCNC(=O)c3ccc(OC)cc3)n2CC)cc1	-35	-0.7	nt	-13	2	90	8	-62	11	104
NNc1nc2ccc(Cl)cc2s1	-31	0.3	-5	-8	-1	87	5	nt	14	83
C=CCn1c(SCC(=O)c2ccc(Cl)s2)nc2ccccc2c1=O	-64	0.8	nt	17	4	89	-3	-34	3	74
CCOC(=O)c1ccc[n+](CC(=O)c2ccc(OC)cc2)c1	-43	-1.1	-8	2	2	96	2	nt	12	102
CC1(C)CC2CC(C)(CN2C(=O)COC(=O)c2ccc(Cl)cc2N)C1 (stereo not given)	4	1.4	1	-6	2	83	-1	nt	2	75
CC(=O)c1ccc(NC(=O)CSc2nc(N)c3cc4c(nc3n2)CCCC4)cc1	-39	-3.7	nt	7	-7	74	1	2	4	77
C(=N\Nc1ncnc2sc3c(c12)CCC3)/c1cccs1	-32	-2.0	-3	-17	-6	2.1*	-18	-31	14	2.5*
Cc1cccc(N2C(S)=C(C#N)C(=O)NC2c2cccs2)c1 (stereo not given)	-20	-4.4	-6	-1	2	55	-5	-19	4	68
CCOC(=O)c1nnn(-c2nonc2N)c1CNC(C)C	-42	-0.6	0	4	1	89	1	-4	4	111
COc1ccc2c(c1)c(CC(=O)Nc1cc(C)ccc1C)c(C)n2C(=O)c1ccc(Cl)cc1	-62	1.4	-2	-2	5	61	12	-12	6	68
CC(C)CC(N=C1NC(C)(C)Cc2ccccc21)C(=O)O (stereo not given)	-41	0.1	nt	nt	1	92	14	-2	5	93
COC(=O)c1c(N(S(C)(=O)=O)S(C)(=O)=O)sc2c1CCN(c1ncc(C(F)(F)F)cc1Cl)C2	-5	-3.8	nt	-4	-2	101	-8	11	24	90
CCOC(=O)N1CCC(N2CCN(S(=O)(=O)c3ccc(NC(C)=O)cc3)CC2)CC1	16	-1.9	0	-8	-2	92	13	100*	10	94
CC(C)C1C(C#N)=C(N)Oc2n[nH]c(C(C)(C)C)c21 (stereo not given)	1	-2.3	-1	-4	-1	91	-3	nt	6	96
O=C(Oc1cccc2cccnc12)c1ccc(Br)o1	-15	-2.6	0	-9	0	84	5	nt	12	70
C[n+]1cn(CC(O)COCc2ccccc2)c2ccccc21 (stereo not given)	-7	-2.1	nt	-7	1	88	-5	nt	5	99
CSc1nc(C)cc(SCC(=O)Nc2ccccc2)n1	-11	-3.0	0	-22	3	98	-13	16	22	90
N#Cc1c(N)nc(SCC(=O)NCCc2ccccc2)c(C#N)c1-c1cccs1	-12	-2.5	-3	-7	5	89	-10	nt	5	85
CCCCN(CCCC)C(=O)CSc1nnc(-c2cc(OC)c(OC)c(OC)c2)o1	-21	-1.6	0	-5	-1	76	0	-64	5	69
O=C(NCc1cccs1)C1CC(c2ccccc2O)=NO1 (stereo not given)	-52	-1.1	-3	-12	5	78	8	-9	21	112
CCOc1ccc(C(=O)NCc2ccncc2)cc1	-3	-0.6	-1	3	2	96	2	-2	5	97
O=C(Nc1ccccc1N1CCN(C(=O)c2ccc(Cl)cc2)CC1)c1cc(Br)ccc1Cl	-42	-4.6	0	-7	0	73	1	-17	5	70
CCCCn1c(SCC(=O)Nc2cc(C)on2)nc2c1c(=O)n(C)c(=O)n2C	-3	-0.1	-1	-2	0	89	-8	-3	4	85
CC1CCCC(C)N1C(=O)CSc1nnc(CSc2ncccn2)n1C (stereo not given)	-6	0.7	-1	-10	0	84	12	-24	11	86
CCOC(=O)C1C(=O)C=C(/C=C/c2ccc(N(C)C)cc2)CC1c1ccccc1 (stereo not given)	-3	-2.1	-8	4	3	95	7	nt	15	98
COc1cccc(Cn2c(NCC(C)C)nc3c2c(=O)n(C)c(=O)n3C)c1	-28	-2.6	nt	1	1	90	-8	14	10	83
CCOc1ccc(Cn2nnc(C(=O)NCCc3ccc(Cl)cc3)c2N)cc1	-8	5.1*	0	-1	1	98	-17	nt	6	97

Bioassay records from PubChem.
